# zVAD death inh: blocks zVAD induced death of L929 cells. L929 zVAD necroptosis rescue, ATP luminescence, 24 h; with zVAD 60 µM. viability rescue, % at 10 µM. 220,000 compounds, 0.38% hits. AID 1377;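 active = activation, scaled between plate controls, above about 75%, limit read from the data; inactive = activation under that limit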;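 note: 0% = zVAD with DMSO and 100% = DMSO alone without zVAD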
# EBV gp42 block: blocks Epstein-Barr virus glycoprotein 42 binding | inhibition, % (tested at 21.74 µM) | Fluorescence polarization binding assay, mP read-out | AID 1085 | 220,000 compounds, 0.42% hits; in the data active = inhibition above about 50%
# Target sequence (Q1HVG2 whole entry, looked up): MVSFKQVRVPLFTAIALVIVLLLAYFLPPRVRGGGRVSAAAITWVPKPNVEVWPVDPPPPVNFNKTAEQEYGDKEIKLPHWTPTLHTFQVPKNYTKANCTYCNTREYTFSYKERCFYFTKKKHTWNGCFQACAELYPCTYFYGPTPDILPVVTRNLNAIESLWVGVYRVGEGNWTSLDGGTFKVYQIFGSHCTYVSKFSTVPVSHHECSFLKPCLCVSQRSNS
# Calpain2 inh: blocks pig calpain II enzyme activity; purified calpain II, fluorogenic peptide substrate, 30 min; inhibition, % at 16 µM; 220,000 compounds, 0.37% hits;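 active = inhibition above about 50%, limit read from the data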
# eIF4E-4G inh: inhibitors of eIF4E and eIF4G interaction in translation initiation; TR-FRET eIF4E-eIF4GI(517-606) binding, 2 h; P63073+Q04637; 220,000 compounds, 0.37% hits; inhibition, % at 21.7 µM;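 active = inhibition above about 30%, limit read from the data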;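 note: 0% = full FRET control wells and 100% = background wells lacking eIF4GI fragment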
# KCC2 mod: modulators of human KCC2 chloride dependent transport | Q9H2X9 | KCC2 cells, thallium flux FluoZin-2 fluorescence | B-score of Tl+ flux slope (higher = more flux/activation; lower = inhibition) at 10 µM | 190,000 compounds, 2.2% hits;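 active = thallium flux slope and its plate-corrected score both differing from the plate sample mean at a set confidence after two filtering rounds, in either direction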;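 note: slope of fluorescence scaled to starting intensity during 10 to 20 s after thallium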
# TNF necrop inh: TNF-alpha cell death inhibition in Jurkat FADD-/- cells; Jurkat FADD-/- TNF necroptosis rescue, ATP luminescence, 24 h; 0 = TNF only, 100 = no-TNF cells; activation (protection from cell death), % at 10 µM; 220,000 compounds, 0.068% hits; AID 463075;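 active = activation, meaning protection from cell death, of at least 50% relative to plate controls; inactive = activation below 50%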;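 note: necroptosis triggered by 40 ng/mL TNF-alpha added together with compound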
# Mdm2 ligase inh: blocks human Mdm2 ubiquitin ligase activity | Q00987 | cell-based MDM2 ubiquitination luciferase reporter, 2 h; 0 = plate control, 100 = twice control, blank-subtracted | signal enhancement, % at 5 µM | 210,000 compounds, 0.11% hits;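 active = signal enhancement of 30% or more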;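 note: luminescence tracks abundance of the self-degrading MDM2-luciferase fusion protein; higher signal means inhibition of MDM2 E3 ligase activity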
# Target sequence (Q00987 whole entry, looked up, the tested form may be a part): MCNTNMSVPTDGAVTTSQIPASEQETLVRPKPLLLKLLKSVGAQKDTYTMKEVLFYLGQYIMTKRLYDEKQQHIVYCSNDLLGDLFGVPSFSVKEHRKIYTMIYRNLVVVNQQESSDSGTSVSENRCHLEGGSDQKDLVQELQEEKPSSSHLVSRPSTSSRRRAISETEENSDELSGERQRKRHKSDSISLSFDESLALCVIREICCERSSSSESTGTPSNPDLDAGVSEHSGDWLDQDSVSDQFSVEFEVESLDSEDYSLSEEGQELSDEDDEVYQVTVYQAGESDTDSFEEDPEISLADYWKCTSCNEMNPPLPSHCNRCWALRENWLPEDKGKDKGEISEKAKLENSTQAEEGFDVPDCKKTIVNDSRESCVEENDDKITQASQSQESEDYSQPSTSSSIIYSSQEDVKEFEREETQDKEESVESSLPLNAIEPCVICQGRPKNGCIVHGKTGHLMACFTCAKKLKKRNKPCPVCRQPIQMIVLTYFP
#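 Test system: stable mammalian line carrying autodegrading MDM2–luciferase fusion reporter; quantity: 2000 cells in each well; times: 4 h cell settling then 2 h compound exposure, 37 °C; detection: luminescence with SteadyLite reagent, 15 min at room temperature; evaluation: percent signal gain over controls, blank-subtracted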
# PERK inhibitor: human PERK inhibition, primary cell-based screen; Q9NZJ5; CHO PERK-DD fusion, SEAP luminescence translation reporter; inhibition, % at 5.6 µM; 220,000 compounds, 0.17% hits; AID 1416;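 active = inhibition above the mean inhibition of all tested compounds plus 3 SD, set separately per screening campaign, cut at about 2.9% in these data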;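 note: PERK kinase domain activated by AP20187 dimerizer at 100 nM; 0% = DMSO with dimerizer and 100% = rapamycin at 8.4 µM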
# Rad51 HR inh: blocks human Rad51 in homologous recombination; inhibition, % at 10 µM; Q06609; hRad51 DNA strand exchange, fluorescence dequenching; 200,000 compounds, 0.085% hits; AID 1385;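 active = inhibition above 40% at the single screening dose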;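 note: 0% = DMSO control wells and 100% = blanks with heterologous ssDNA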
# Target sequence (Q06609 whole entry, looked up): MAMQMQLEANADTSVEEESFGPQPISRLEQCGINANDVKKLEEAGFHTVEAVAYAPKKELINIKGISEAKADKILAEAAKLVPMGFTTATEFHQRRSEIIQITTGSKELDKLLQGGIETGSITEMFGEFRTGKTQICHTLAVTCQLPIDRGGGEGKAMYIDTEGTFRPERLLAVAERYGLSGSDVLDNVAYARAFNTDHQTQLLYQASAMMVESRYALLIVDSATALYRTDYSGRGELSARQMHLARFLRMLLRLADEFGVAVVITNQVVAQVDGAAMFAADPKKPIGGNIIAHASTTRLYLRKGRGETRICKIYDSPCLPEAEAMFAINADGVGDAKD
#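 System: hRad51 filaments on single-stranded DNA; reagent: Fluorescein- and BHQ1-tagged 47-mer duplex; compound dosing: one concentration, 10 µM final; timing: filaments 15 min 37 °C, then compound 30 min; measured by: fluorescein emission 520 nm, excitation 485 nm; benchmarks: per-plate controls and blanks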
# * = called active by the depositor; i = inactive; / = no result given; [ ] = dose if it differs, or a comment.
SMILES,zVAD death inh,EBV gp42 block,Calpain2 inh,eIF4E-4G inh,KCC2 mod,TNF necrop inh,Mdm2 ligase inh,PERK inhibitor,Rad51 HR inh
Cc1ccc(NC(=S)NNC(=O)c2ccccc2O)c(C)c1,0.0,-3,-32,-1,2.6,-1.5,-7,0.5,/
COc1ccccc1/C=N/NC(=S)NCc1ccco1,-0.5,-8,60*,0,4.3,1.7,-7,1.2,/
Cc1ccc(SCCN2CCN(CC(C)C)CCC2=O)cc1,0.3,-19,18,-7,0.25,2.4,5,/,7
Cc1ccc(NC(=O)COC(=O)Cn2cnc3c2c(=O)n(C)c(=O)n3C)cc1Cl,5.2,-4,-28,-1,/,-2.3,-9,1.0,-147
CCn1c(SCC(=O)c2ccccc2)nnc1-c1ccoc1C,-0.2,-15,-18,-1,-0.1,1.9,-8,-1.2,0
O=[N+]([O-])c1ccc(N/N=C\c2cccnc2)nc1,54,-29,5,8,1.3,2.8,0,0.1,2
O=C(NCCc1cn2ccccc2n1)C1CCCCC1,1.6,-2,-26,3,1,1.2,-4,1.6,-3
Cc1ccc(-c2[nH]c3ccccc3c2SCCN)cc1,0.6,-11,-4,3,-0.75,-4.6,-12,-0.5,/
O=C(COc1ncnc2sccc12)N1CCN(S(=O)(=O)c2ccc(Cl)cc2)CC1,1.2,-17,27,3,/,-1.1,-21,0.8,2
Cc1c(/C(O)=C2\C(=O)C(=O)N(CCN(C)C)C2c2ccco2)cnn1-c1ccccc1 (centres undefined),0.7,-16,6,3,0.9,-0.9,-36,-0.1,-5
CCC(c1nnc(SCC(=O)N2CC3(C)CC2CC(C)(C)C3)o1)N(C)C (centres undefined),0.6,-3,0,3[fluorescence artefact?],-0.57,-3.3,-21,-0.8,-1
Cc1[nH]c2ccccc2c1N=Nc1cccc(C(=O)O)c1,6.7,18,26,3,-1.7,1.5,-19,-0.1,14
CCCNC(=O)C1CC(c2cccc(F)c2)=NO1 (centres undefined),1.4,-27,-11,-2,1.6,12,7,/,11
O=C(CN1C(=O)c2cccc3cccc1c23)N1CCN(c2ccc(F)cc2)CC1,-0.4,-6,-323,-6,/,-0.1,-12,0.7,-14
CCS(=O)(=O)NCCc1csc(C)n1,2.7,-22,12,-2,-1.1,0.8,2,1.0,0
COc1ccccc1OCCCOc1c(Cl)cc(C)cc1Cl,0.0,-11,19,6[fluorescence artefact?],0.2,1.8,/,1.2,/
NC(=S)N/N=C/c1ccc2c(c1)OCCO2,0.2,-3,38,1,-0.042,-4.5,-12,-0.3,-1
Cn1c2ccccc2c2cc(C(=O)N3CCN(CCO)CC3)sc21,0.6,-19,-41,4,0.076,-4.3,-10,0.2,3
CC(C(=O)N1CCC(C(N)=O)CC1)N(c1ccc(Oc2ccccc2)cc1)S(C)(=O)=O (centres undefined),-1.1,-19,-3,1[fluorescence artefact?],-0.055,-0.8,-10,-0.8,-2
CCCS(=O)(=O)N1CCC(Cc2ccc(OC)cc2)(C(=O)OCC)CC1,0.0,-12,-7,0,-1.2,0.3,-12,0.8,1

# Some of these compounds in order of the PERK inhibitor value, ascending:
Structure	EBV gp42 block	Calpain2 inh	eIF4E-4G inh	KCC2 mod	Mdm2 ligase inh	PERK inhibitor	Rad51 HR inh
O=[N+]([O-])c1ccc(N/N=C\c2cccnc2)nc1	-29	5	8	1.3	0	0.1	2
Cc1ccc(NC(=O)COC(=O)Cn2cnc3c2c(=O)n(C)c(=O)n3C)cc1Cl	-4	-28	-1	/	-9	1.0	-147
O=C(NCCc1cn2ccccc2n1)C1CCCCC1	-2	-26	3	1	-4	1.6	-3

# The list goes on.
SMILES,zVAD death inh,EBV gp42 block,Calpain2 inh,eIF4E-4G inh,KCC2 mod,TNF necrop inh,Mdm2 ligase inh,PERK inhibitor,Rad51 HR inh
COc1ccc(N2CCN(C(=O)C3CCN(S(=O)(=O)c4ccc(C)cc4)CC3)CC2)cc1,0.0,5,5,0,-0.0073,0.9,-30,-0.5,-19
Cc1ccc(-c2cc(C(=O)N/N=C/c3c(C)nn(-c4ccccc4)c3C)n[nH]2)s1,1.0,-29,-62,-2[fluorescence artefact?],0,-7.3,-3,-1.1,9
CC(=O)Nc1ccc(NS(=O)(=O)c2ccccc2)cc1,1.1,-6,6,-3,0.45,0.8,-5,-0.3,10
Cc1noc(C)c1S(=O)(=O)N1CCCC(C(=O)NCCC2=CCCCC2)C1 (centres undefined),0.2,-2,-33,6,1.2,-1.6,-5,1.5,-3
O=C(O)c1c[nH]c2c(C(F)(F)F)cccc2c1=O,1.2,4,-75,-5,/,-0.2,1,1.1,0
CCn1c(CC(=O)Nc2ccc(C)c(Cl)c2)nnc1SCCOc1ccc(OC)cc1,0.9,-9,13,-1[fluorescence artefact?],/,-0.3,-3,1.6,1
COc1ccc(CCN2CC(C(=O)O)CC2=O)cc1OC (centres undefined),-0.2,-21,-7,-2,/,1.0,-33,-0.6,-4
CC(C)COP(=O)(OCC(C)C)C(Nc1ccccc1)c1ccc2c(c1)OCO2 (centres undefined),-0.2,-9,51*,-3,-0.25,-7.7,4,-1.2,/
CC(Sc1n[nH]c(N)n1)C(=O)Nc1cccc(S(=O)(=O)N2CCOCC2)c1 (centres undefined),2.4,-11,10,4,0.16,0.1,10,1.7,3
CCc1cc(C(=O)c2ccc(C)cc2)c(NC(=O)CCl)s1,1.2,1,15,0,0.12,-4.0,-6,-0.2,7
CCC1CCCN1Cn1cnc2c([nH]c3ccc(C)cc32)c1=O (centres undefined),/,2,-206,3,0.61,5.5,-11,-1.3,/
C=CCNc1ncnc2ccc(Br)cc12,7.7,-3,-2,1,0.71,-0.8,-20,0.9,6
Cc1cc(C)c2c(N)c(C(=O)NCC3CCCCC3)sc2n1,0.3,-20,-162,-4,-0.5,3.5,0,-1.1,7
CCn1c(N)c(C(=O)NCc2ccc3c(c2)OCO3)sc1=S,0.5,-20,37,-4[fluorescence artefact?],/,0.7,-6,-1.3,1
CCc1ccc(CC(=S)N2CCOCC2)cc1,2.4,-1,-12,0,0.8,0.6,-1,1.4,6
Cn1c(=O)c2c(SCc3ccccc3)nc(-c3ccco3)nc2n(C)c1=O,3.9,1,0,2,0.6,-0.6,-17,4.2*,3
COc1cccc(N2CCN(C3CC(=O)N(c4ccc(C)c(Cl)c4)C3=O)CC2)c1 (centres undefined),6.3,-4,8,1,0.76,1.4,5,-0.1,3
O=C(NCCCO)/C(=C/c1ccco1)NC(=O)c1ccc(Br)o1,-0.4,-11,-1,11,0.097,1.3,1,-0.4,-7
Cc1csc(SCC(=O)NC(=O)NC2CCCC2)n1,3.3,-2,18,-1,-0.78,56*,-13,0.9,1
CCOC(=O)c1c(NC(=O)CSc2nnc(-c3ccco3)o2)sc(C)c1C,0.1,-22,7,-13,0.076,-3.3,1,-0.2,-7
O=C(NCc1ccc2c(c1)OCO2)c1ccc2c(c1)N(Cc1c(F)cccc1Cl)C(=O)CS2,-0.3,-25,-39,0[fluorescence artefact?],-0.46,2.6,4,0.6,21
N#Cc1cccc(C(c2nnnn2C2CCCC2)N2CCC(Cc3ccccc3)CC2)c1 (centres undefined),-0.6,-10,-19,4[fluorescence artefact?],-0.83,0.9,4,0.2,-3
O=C(c1cnc2ccc(Cl)cc2c1Cl)N1CCOCC1,2.3,-4,-6,2,-0.058,1.5,-7,0.8,-2
CC(C)C(NC(=O)c1ccccc1)C(=O)OCc1cc([N+](=O)[O-])cc2c1OCOC2 (centres undefined),-0.4,-7,17,1,0.049,-0.1,-8,0.1,-11
CC(C)N1CCC(N2CCN(Cc3ccc4nonc4c3)CC2CCO)CC1 (centres undefined),0.3,2,-21,-2,/,1.8,-1,0.9,-3
O=C(N/N=C/c1ccncc1)c1cccc(S(=O)(=O)Nc2ccc(Cl)cc2)c1,-0.6,28,10,92*,0.049,0.0,/,-0.1,25
Cc1cccc(Cc2nnc(CCC(=O)N(C)C3CCOC3)o2)c1 (centres undefined),1.2,-12,-23,-1,0.12,0.2,-6,0.9,-14
COc1cccc(/C=N/NC(=O)c2cc(C34CC5CC(CC(C5)C3)C4)[nH]n2)c1,5.7,-6,-81,6,/,-1.3,1,1.8,4
O=C(CCS(=O)(=O)c1ccc(Br)s1)NC1CCCCCC1,2.0,3,-10,0,/,2.1,-11,1.8,-2
Cc1cc(C)c(S(=O)(=O)NC2CCN(Cc3ccccc3)CC2)c(C)c1,-0.1,-17,13,-4,-1.7,4.6,/,0.6,6
CCOC(=O)C1CCCN(C(=O)CSc2ccc(Br)cc2)C1 (centres undefined),0.7,-10,18,-1,0.075,3.6,-3,0.0,1
O=C(CNS(=O)(=O)c1ccc(Br)s1)NCC1COc2ccccc2O1 (centres undefined),0.3,-23,-2,9,-0.84,3.8,-11,0.4,-9
O=[N+]([O-])c1ccc(-c2ccc(/C=N/O)o2)cc1,0.6,-7,-6,1,-1.2,-1.5,-80,-1.1,-1
Cc1ccc(CNC(=O)CN2C(C)CCCC2C)cc1 (centres undefined),4.5,-11,-6,4,0.085,0.8,-8,0.4,14
Cc1cc(Cl)ccc1OC(C)C(=O)Nc1ccc(S(=O)(=O)Nc2cnc3ccccc3n2)cc1 (centres undefined),0.0,-7,-30,0,-1,-0.2,-1,0.0,-3
COc1ccc(N2CCN(/C(=N\S(=O)(=O)c3ccc(C)cc3)Nc3nc(C)cc(C)n3)CC2)cc1,-0.1,-17,14,-6,/,-0.3,-10,-1.5,-5
CCCN1C(=O)N(C)C(N(O)C(=O)NC)C1(C)C (centres undefined),0.0,-1,-29,0,-0.33,-0.6,5,0.2,11
C/C=C(\CS(=O)(=O)c1ccccc1)S(=O)(=O)c1ccccc1,-0.1,9,2,-2,-0.018,-11,-6,-0.4,0
CC(C)(C)CN1CCNC(=O)C1CC(=O)NCc1cccc(-n2cccn2)c1 (centres undefined),0.6,0,-12,-2,0.0077,1.5,-13,0.3,3
COCC(=O)N1CCC(Oc2ccc(C(=O)NCCc3ccncc3)cc2)CC1,3.9,6,-4,-2,0.29,-0.8,0,0.5,i

# One compound at a time, as listed above. Order of values: zVAD death inh | EBV gp42 block | Calpain2 inh | eIF4E-4G inh | KCC2 mod | TNF necrop inh | Mdm2 ligase inh | PERK inhibitor | Rad51 HR inh
# COCC(=O)N1CCC(Oc2ccc(C(=O)NCCc3ccncc3)cc2)CC1 is listed as 3.9 | 6 | -4 | -2 | 0.29 | -0.8 | 0 | 0.5 | i
# Cc1ccc(-c2[nH]c3ccccc3c2SCCN)cc1 is listed as 0.6 | -11 | -4 | 3 | -0.75 | -4.6 | -12 | -0.5 | /
# Cc1noc(C)c1S(=O)(=O)N1CCCC(C(=O)NCCC2=CCCCC2)C1 (centres undefined) is listed as 0.2 | -2 | -33 | 6 | 1.2 | -1.6 | -5 | 1.5 | -3

# Other records follow:
SMILES,zVAD death inh,EBV gp42 block,Calpain2 inh,eIF4E-4G inh,KCC2 mod,TNF necrop inh,Mdm2 ligase inh,PERK inhibitor,Rad51 HR inh
O=C(c1ccccc1F)N1CCN(C2CCC(c3ccccc3)CC2)CC1 (centres undefined),28,-8,-19,-2,-0.044,-0.3,-2,0.4,-2
COc1ccc(CCN2C(=O)N(c3ccc(OC)cc3)C(=O)C2CC(=O)Nc2ccccc2)cc1 (centres undefined),1.2,-2,13,2,-0.018,-0.1,-2,0.1,-1
O=S(=O)(c1ccc(Cl)cc1)N(CCCN1CCOCC1)Cc1cccs1,-0.8,-11,-27,4,/,1.7,-14,-0.2,17
O=C(Cn1cnc2ccccc2c1=O)NCC(=O)N1CCN(c2ccccn2)CC1,1.9,-21,-15,3,0.33,0.3,0,0.3,1
